NLRP3 yeast inh – NALP3 inflammasome inhibitors in reconstituted yeast, primary screen, luminescence, uHTS | actives 0.39% (n = 330,000) | inhibition, % at 10 µM | Yeast reconstituted NLRP3/ASC/caspase-1, beta-gal luminescence, 24 h | AID 2825, 2010;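 active means inhibition of 50% or more; inactive means inhibition below 50%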;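 further: plate controls were induced DMSO wells for no effect and uninduced yeast grown without galactose for full effect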
tim10-1 inh – growth inhibitors of tim10-1 mutant yeast, primary screen, luminescence, uHTS | AID 463190, 2010 | actives 2.2% (n = 330,000) | S. cerevisiae tim10-1 ts strain growth, BacTiter-Glo, 24 h | inhibition, % at 20 µM;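 active means inhibition of at least 40%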;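 further: mutant grown at 25 °C; 0% = DMSO wells with yeast and 100% = wells holding no yeast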
APJ agonist – agonists of human apelin receptor APJ, primary screen, CHO-K1 cells, PathHunter beta-arrestin, luminescence; P35414; 0% DMSO wells, 100% apelin; activation, % at 20 µM; actives 0.11% (n = 330,000);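 active means activation more than six SD over the plate average, tested at 20 µM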;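 further: 0% = DMSO alone and 100% = apelin-13 at 10 nM; some results filed as inactive read as strong as hits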
Target sequence (P35414 whole entry, looked up): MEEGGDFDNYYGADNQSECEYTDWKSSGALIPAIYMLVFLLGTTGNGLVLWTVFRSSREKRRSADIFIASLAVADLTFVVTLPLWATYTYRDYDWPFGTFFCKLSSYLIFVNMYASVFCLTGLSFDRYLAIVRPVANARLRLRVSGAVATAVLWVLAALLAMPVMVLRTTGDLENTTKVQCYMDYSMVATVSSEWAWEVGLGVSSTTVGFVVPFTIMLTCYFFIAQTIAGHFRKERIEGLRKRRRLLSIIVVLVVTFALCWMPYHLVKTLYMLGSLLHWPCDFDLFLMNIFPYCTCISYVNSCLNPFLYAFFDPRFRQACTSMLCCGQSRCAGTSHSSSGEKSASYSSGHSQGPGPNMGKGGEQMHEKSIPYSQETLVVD
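Incubation: overnight seeding, 90 min compound at 25 °C, 1 h detection; test system: PathHunter CHO-K1 APJ (AGTRL-1) beta-arrestin reporter cells; amount: 1000 cells/well; doses: one dose, 20 µM compound, 1% DMSO; measured by: beta-gal luminescence; measure: agonist-driven arrestin binding to APJ; benchmarks: negative DMSO alone, positive Apelin-13 at 10 nM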
APJ antagonist – antagonists of human apelin receptor APJ, primary screen, CHO-K1 cells, beta-arrestin complementation, luminescence. P35414. inhibition, % at 20 µM. actives 0.32% (n = 330,000). AID 2521, 2010;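 active means inhibition above about 40% at 20 µM, limit read from the data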;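 further: cells challenged with 10 nM apelin-13 agonist together with compound; plate controls were apelin-13 plus DMSO wells for no effect and DMSO wells lacking apelin-13 for full effect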
TIM10 inh – growth inhibitors of isogenic TIM10 control yeast, primary screen, counter-screen for tim10-1 yeast inhibitor project, luminescence, uHTS; S. cerevisiae TIM10 strain growth, BacTiter-Glo luminescence, 24 h; inhibition, % at 10 µM; actives 1.4% (n = 330,000); AID 463195, 2010;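 active means inhibition of 40% or more at the single tested concentration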;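 further: wild-type TIM10 isogenic control strain grown at permissive 25 °C; 0% = DMSO yeast wells and 100% = minimal medium wells without yeast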
MPTP inh – mitochondrial permeability transition pore inhibitors, primary screen, biochemical, isolated mouse mitochondria, absorbance; Ca2+ swelling absorbance, 30 min; inhibition, % at 10 µM; actives 1.4% (n = 360,000); AID 602449, 2012;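 active means inhibition of 50% or more, scaled per plate between neutral and stimulator controls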;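 further: 0% = DMSO wells given calcium and 100% = 1 mM EGTA wells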
GRIN3A LBD mod – binders of NR3A ligand-binding domain, primary screen, biophysical, differential scanning fluorimetry, uHTS | Glutamate receptor ionotropic, NMDA 3A (GRIN3A) ligand-binding domain | NR3A LBD differential scanning fluorimetry, Tm shift; 0% = protein alone, 100% = glycine-bound protein | Tm shift relative to glycine control, % at 25 µM | actives 2.5% (n = 340,000) | AID 1259313, 2017;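 active means melting temperature shift of at least 10% of the positive control shift, at one fixed dose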
tim23-1 inh – growth inhibitors of tim23-1 mutant yeast, primary screen, luminescence, uHTS; S. cerevisiae tim23-1 growth, BacTiter-Glo luminescence, 24 h; inhibition, % at 20 µM; actives 1.3% (n = 330,000);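 active means growth inhibition of the mutant yeast at or above 50%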;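 further: temperature-sensitive mutant grown at 25 °C; plate controls were DMSO-treated mutant yeast for no effect and medium wells lacking yeast for full effect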
MIN6 prolif – inducers of MIN6 beta-cell proliferation, primary screen, ATP luminescence, uHTS. actives 0.29% (n = 330,000). MIN6 cells proliferation, ATPlite luminescence, 48 h; cells starved in 0.2% serum; 100% = growth in 10% serum. proliferation, % at 10 µM;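 active means compounds whose signal lies at least 3.5 SD above the mean of all wells on their plate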;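 further: 0% = DMSO-treated cells in low-serum medium and 100% = 10% serum control; some compounds called inactive have numbers as strong as hits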
* marks the source's active call; other numbers are inactive results; . = not tested or not shown.

SMILES	NLRP3 yeast inh	tim10-1 inh	APJ agonist	APJ antagonist	TIM10 inh	MPTP inh	GRIN3A LBD mod	tim23-1 inh	MIN6 prolif
Cc1cc(O)c(C2(O)C(=O)Nc3ccccc32)cc1C (stereo not given)	24	27	-3	-16	-8	0.7	-1	2	-3
COc1cccc(OCC(=O)NNC(=S)Nc2ccc(Cl)cc2Cl)c1	22	11	-5	20	9	68*	6	25	-4
Cc1ccsc1C(=O)OCC(=O)NCCc1ccccc1	11	-11	-4	-2	-4	-1.6	2	9	-3
Cc1cccc(CSCCNC(=O)CCSc2ccccc2)c1	29	35	-5	11	8	14	-6	18	0
CCOC(=O)c1ccccc1NC1c2ccccc2C(=O)N1c1cc(C)ccn1 (stereo not given)	18	33	-2	15	11	4.1	-4	37	-6
O=c1c2ccccc2nc2ccccn12	3	1	-3	-8	-14	-0.4	2	18	-3
CCn1cc(/C=C(\NC(=O)c2ccccc2OC)C(=O)NCCCn2ccnc2)c2ccccc21	12	15	0	-6	1	-1.5	-1	10	1
C(=N\Nc1nc(Nc2ccccc2)nc(N2CCCCC2)n1)/c1ccco1	20	50*	-4	23	48*	.	.	47	-5
CCOc1ccc(CCNC(=O)CSc2cc(=O)n(C)c3cc(Cl)ccc23)cc1OCC	-3	29	0	-3	9	-0.2	-1	23	0
Cn1c(COc2ccccc2)nnc1SCC(=O)Nc1ccc(N2CCOCC2)cc1	19	-19	-1	-1	0	-0.9	-1	0	-1
O=C(COc1ccc(Cl)cc1)Nc1ccccc1Cl	20	13	-3	8	0	0.5	2	14	-4
CC(=O)Nc1cccc(C(=O)/C=C/c2ccco2)c1	0	2	-1	4	10	3.7	-1	16	-2
O=C(CC(C(=O)O)c1cccc(Br)c1)c1ccc(Cl)cc1 (stereo not given)	11	-4	-2	13	10	0.5	1	1	4
c1coc(-c2nnc(SCc3nc4ccccc4[nH]3)o2)c1	8	-12	0	-6	-7	1.0	-3	-2	-1
C=CCN(C(=O)c1cc(C)cc(C)c1)C1(C(=O)Nc2ccccc2)CCN(C(C)C)CC1	4	13	-4	14	-6	-0.8	-1	3	-2
CCN(CC)CCNC(=O)/C(=N\O)c1ccccn1	4	-3	-2	-18	5	-1.2	-2	0	0
CCc1ccccc1NC1=CC(=O)CC(C)(C)C1	13	-1	-2	-6	-7	-1.4	-1	2	-1
O=C(Cc1cccs1)Nc1nnc(SCc2ccc(Br)cc2)s1	15	7	-4	2	-8	2.7	-1	-12	-3
CCCCSc1nc2c(c(C(F)(F)F)c1C#N)CCC2	4	8	0	8	-8	4.5	5	-13	0
Nn1c(SCc2cn3ccsc3n2)nnc1-c1ccncc1	-9	6	0	1	4	0.0	1	12	3
COc1ccc2sc(-c3ccc(SC)cc3)c(C#CC(C)(C)O)c2c1	-1	17	1	-1	1	2.3	-9	22	-7
COc1cccc(C(c2c(N)[nH]c(=S)[nH]c2=O)c2c(N)[nH]c(=S)[nH]c2=O)c1	17	9	-2	9	7	2.8	-4	13	-2
CCOc1ccccc1NC(=S)/C(=C(\[O-])c1ccc2c(c1)OCCO2)[n+]1ccc(CC)cc1	10	32	-3	16	13	1.8	-2	21	-6
COc1cc(C(F)(F)F)c(C(=O)N(C)c2ccc(Cl)cc2)cn1	-1	5	4	-8	8	0.1	1	9	-2
S=C(Nc1ccc(Cl)cc1)NC1CCN(Cc2ccccc2)CC1	17	-4	-1	-9	3	9.8	-28	14	-3
CCc1ccc(C(C(=O)NCc2ccccc2)N(C(=O)c2csnn2)C2CC2)cc1 (stereo not given)	4	27	-3	11	12	0.8	-2	18	1
Cc1c(C)n(CC(O)CN2C(=O)c3ccccc3S2(=O)=O)c2ccccc12 (stereo not given)	-3	66*	-8	6	43*	-1.0	-11	74*	3
Cc1ccc(/C=N/n2c(-c3ccco3)n[nH]c2=S)cc1	23	19	3	9	15	3.8	-1	46	0
CCOC(=O)Cn1c(C)nc2ccccc21	7	-3	-1	-7	-2	-3.4	3	-7	3
C=CCNC(=S)NNC(=O)c1cccc(Br)c1	15	17	-3	20	-2	-0.1	-1	7	0
Cc1ccc(-c2nnn(CC(=O)N(CC(=O)NC3CCCC3)c3ccc(F)cc3)n2)o1	9	4	2	3	0	-0.9	-1	2	-2
COc1ccc(C2=NN(C(=O)/C=C/c3ccccc3)C(c3ccccc3)C2)c(OC(C)=O)c1 (stereo not given)	4	24	-5	21	23	2.0	-1	38	-6
NS(=O)(=O)c1ccc(NC(=O)COC(=O)c2ccc(Cl)nc2)cc1	19	0	-2	9	-4	-0.3	-1	-8	-1
Cc1ccc(CNC(=O)c2nccnc2C(=O)O)cc1	-2	-15	-5	-3	10	1.4	-1	17	-1
O=Cc1ccc(C(=O)OCC(=O)NC(=O)Nc2ccccc2F)cc1	14	15	-3	-6	4	-1.2	1	15	-5
Brc1ccc(CN2C3=NCCCN3c3ccccc32)cc1	4	15	-2	1	-8	-0.2	0	1	-3
COc1ccc2c(c1)O[C@H](c1ccc3c(c1)OCO3)[C@@H](OC(=O)N[C@H]1CCCc3ccccc31)C2=O	15	29	-6	13	12	.	-3	27	3
OCCNCc1cccc(OCc2ccc(Cl)cc2)c1	21	20	0	-8	-16	64*	-1	19	-5
Cc1ccc2cc(C#N)c(N3CCCN(C(=O)C4CCCO4)CC3)nc2c1C (stereo not given)	9	25	-1	8	16	1.2	1	20	-5
CCCCc1ccc(NC(=O)C(=O)NCCN2CCN(C(=O)c3ccc([N+](=O)[O-])cc3)CC2)cc1	10	7	1	1	10	1.5	0	2	1
O=C(N/N=C/C(Br)=C/c1ccccc1)c1ccccc1[N+](=O)[O-]	30	3	0	11	0	-0.6	-10	33	-4
CC1(C)CC(=O)C=C(c2cccc3c2Oc2ccccc2S3)C1	12	17	-3	1	15	-0.3	6	23	-7
CCOC(=O)c1sc(=NC(=O)c2ccc(S(=O)(=O)N3CC(C)OC(C)C3)cc2)n(C)c1C (stereo not given)	16	-1	-7	-19	-10	2.8	2	-8	-1
Cc1ccc(C(=O)CC2(O)C(=O)N(Cc3ccccc3Cl)c3ccccc32)o1 (stereo not given)	-10	25	0	0	15	0.6	1	8	-5
CC(=O)N1[C@@H]2CC3C4CC=C5C[C@@H](O)CC[C@]5(C)C4CC[C@]3(C)[C@@]21C(C)=O (stereo not given in full)	49	-124	1	-6	-121	-1.5	-3	-59	-3
CCN(CC)CCOC(=O)C1(c2ccc(OC)c(OC)c2)CCCC1	-8	5	-5	-6	-8	-0.8	-3	8	1
CCOC(=O)N1CCN(CC(=O)Nc2ccc(F)cc2F)CC1	13	3	-3	11	-12	1.2	-6	-2	-2
C#CCNC(=O)C1=C[C@@H](c2ccc(C#C)cc2)C[C@@H](OCc2ccc(CO)cc2)O1	-1	14	-5	12	4	-1.8	-2	21	-5
COc1ccc(/C=N\Nc2ccccc2[N+](=O)[O-])c(C(=O)O)c1OC	18	-5	-4	16	11	4.0	0	20	-3
COC(=O)C1=C(C)NC(=O)NC1c1ccc(-c2ccccc2Cl)o1 (stereo not given)	17	-20	-1	-8	-8	-0.8	-2	-3	0

3 successive compounds out of the list so far:
SMILES	NLRP3 yeast inh	tim10-1 inh	APJ agonist	APJ antagonist	TIM10 inh	MPTP inh	GRIN3A LBD mod	tim23-1 inh	MIN6 prolif
Cc1cc(O)c(C2(O)C(=O)Nc3ccccc32)cc1C (stereo not given)	24	27	-3	-16	-8	0.7	-1	2	-3
COc1cccc(OCC(=O)NNC(=S)Nc2ccc(Cl)cc2Cl)c1	22	11	-5	20	9	68*	6	25	-4
Cc1ccsc1C(=O)OCC(=O)NCCc1ccccc1	11	-11	-4	-2	-4	-1.6	2	9	-3

Additional records follow:
SMILES	NLRP3 yeast inh	tim10-1 inh	APJ agonist	APJ antagonist	TIM10 inh	MPTP inh	GRIN3A LBD mod	tim23-1 inh	MIN6 prolif
CC(C)NC(=O)C(=O)NCCC1CCCCN1S(=O)(=O)c1cccs1 (stereo not given)	12	-3	-3	-46	0	-0.9	1	-1	9
COc1ccc(C(=O)N2CCC(NC(=O)C(Cc3ccccc3OC)NC(C)=O)CC2)cc1 (stereo not given)	3	2	2	-4	-14	-0.5	-1	4	3
CC1CC2(CCCC2)N(C(=O)N(C)C)c2ccc(F)cc21 (stereo not given)	16	13	-3	5	20	-0.1	0	10	3
COc1cc(/C=N/n2cnnc2)ccc1OCc1ccccc1	0	12	-3	-14	7	0.4	2	29	-2
CNC(=O)CC1C(=O)N(c2ccc(F)cc2)C(=S)N1NC(=O)c1ccc(Cl)cc1 (stereo not given)	17	5	-2	10	7	0.7	0	7	-2
CC(CCc1ccccc1)NC(=O)c1ccccc1C(=O)O (stereo not given)	7	-15	-3	11	4	-0.8	1	1	2
Cc1nc2cc(C(=O)OCC(=O)Nc3ccc(C#N)cc3)ccc2n1-c1ccccc1	-5	27	2	25	17	3.5	-5	31	0
CNC(=O)CN(Cc1ccccc1)S(=O)(=O)c1ccccc1	5	7	-1	-30	-1	-2.0	1	7	-2
Cc1ccc(NC2CC(=O)N(CCc3ccccc3)C2=O)cc1 (stereo not given)	23	15	-2	-11	-5	-2.2	0	9	-2
COc1ccc(-c2cn3ccccc3n2)cc1[N+](=O)[O-]	5	16	0	2	12	0.1	-12	-15	-5
O=C(Nc1cccc(S(=O)(=O)N2CCOCC2)c1)c1ccc2c(=O)n3c(nc2c1)CCCCC3	-15	12	11	-7	15	-0.6	1	2	-2
CC(CNC(=O)CCC(=O)N1CCOc2ccc(Cl)cc21)c1ccccc1 (stereo not given)	5	28	3	14	12	-0.3	3	37	0
Cc1c(NC(=O)c2cc(-c3ccccc3)nc3ccccc23)c(=O)n(-c2ccccc2)n1C	7	1	6	6	1	-0.1	-1	7	-5
COc1cc(-c2nc3n(c(=O)c2C#N)CCS3)cc(OC)c1OC	7	12	-1	12	4	-0.3	-2	7	-3
CCOC(=O)N1CCC(NC(=O)c2cc3ccccn3n2)CC1	1	22	-1	2	-4	-0.4	-5	4	0
CCO[C@H]1OC(C(=O)N2CCN(Cc3ccccc3)CC2)=C[C@@H](C2CCCCC2)[C@@H]1CCCO	2	20	1	-3	30	-1.0	-4	29	-7
NC1(C#Cc2ccc3oc(=O)c(-n4cc(-c5ccsc5)nn4)cc3c2)CCCCC1	4	23	0	2	10	6.2	-2	38	-7
C=Cn1cc[n+](CC(=O)c2ccc(Cl)cc2)c1	28	-19	-4	6	-12	0.3	2	-9	-1
CC1(C(=O)NNC(=S)NCc2ccco2)CC1(Cl)Cl (stereo not given)	15	-7	-2	16	13	-3.3	0	-9	2
O=C(Nc1ccc(F)cc1)c1ccccc1NS(=O)(=O)N1CCCC1	16	12	1	7	3	1.9	-8	20	8.5*
CCOCCCNC(=O)C(NC(=O)c1ccccn1)c1ccc(C)cc1 (stereo not given)	13	25	0	4	7	-1.4	2	13	-2
COc1ccc(-n2nc([N+](=O)[O-])c(=NCCc3ccccc3)n2O)cc1	25	34	6	-15	31	0.5	2	46	0

Compound activity from PubChem.
